# Screens from PubChem.
# CD11b adhes inh = CD11b/CD18-fibrinogen binding inhibition; P05107+P11215; 93,000 tested, 0.54% active; inhibition, % at 10 µM; K562 CD11b/CD18 adhesion to fibrinogen, ATPlite luminescence; Mn2+ added to activate the integrin;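 active = primary inhibition of 50% or more at 10 µM, then 40% or more on retest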; note: some results filed as inactive read as strong as hits
# Target sequence (P05107 whole entry, looked up, other chains not shown): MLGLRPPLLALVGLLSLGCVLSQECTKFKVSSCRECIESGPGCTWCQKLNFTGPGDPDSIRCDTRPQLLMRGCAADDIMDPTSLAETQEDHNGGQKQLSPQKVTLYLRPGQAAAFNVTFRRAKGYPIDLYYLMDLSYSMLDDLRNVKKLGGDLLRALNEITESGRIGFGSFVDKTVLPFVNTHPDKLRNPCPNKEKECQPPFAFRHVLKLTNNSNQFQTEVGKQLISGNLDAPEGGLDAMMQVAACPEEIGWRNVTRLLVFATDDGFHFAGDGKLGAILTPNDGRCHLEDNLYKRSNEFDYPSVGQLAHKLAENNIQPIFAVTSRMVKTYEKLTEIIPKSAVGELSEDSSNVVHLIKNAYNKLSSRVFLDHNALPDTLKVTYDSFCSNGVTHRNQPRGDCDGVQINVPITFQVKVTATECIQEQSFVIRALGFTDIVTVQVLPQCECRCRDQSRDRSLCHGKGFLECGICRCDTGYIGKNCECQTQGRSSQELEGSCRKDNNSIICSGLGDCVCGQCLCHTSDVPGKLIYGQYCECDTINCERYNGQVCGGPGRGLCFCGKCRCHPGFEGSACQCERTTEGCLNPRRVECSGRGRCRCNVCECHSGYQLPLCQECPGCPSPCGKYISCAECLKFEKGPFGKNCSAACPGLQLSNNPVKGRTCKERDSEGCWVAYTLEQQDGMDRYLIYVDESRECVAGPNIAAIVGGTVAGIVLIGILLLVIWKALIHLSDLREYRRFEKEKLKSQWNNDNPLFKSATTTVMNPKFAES
# CD11b adhes enh = CD11b/CD18-fibrinogen binding enhancement | 93,000 tested, 0.07% active | activation, % at 10 µM | K562 CD11b/CD18 adhesion to fibrinogen, ATPlite luminescence | P05107+P11215;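 active = 10 µM primary screen giving 50% or more activity, confirmed by 40% or more on retest at that dose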; note: strong numbers were not always called active; reference of the scale not given here
# * = called active by the depositor.
SMILES,CD11b adhes inh,CD11b adhes enh
CCN(CCC#N)c1ccc(/C=N/Nc2nc(C)cc(=O)[nH]2)c(C)c1,-2.0,-1.8
Cc1ccc(C(=O)Oc2coc(CSc3nnc(NC(=O)C4CC4)s3)cc2=O)cc1C,9.5,10.3
Cc1ccc(C)c(NC(=O)c2cccc(Oc3ccc([N+](=O)[O-])cc3Cl)c2)c1,13.4,0.8
CC(C)c1nc2sc3c(=O)n(N)cnc3c2c2c1COC(C)(C)C2,2.9,6.5
Cc1[nH]n(-c2ccc([N+](=O)[O-])cc2)c(=O)c1C=NCCc1c[nH]c2ccccc12,-3.3,-1.0
Cc1c(NC(=S)Nc2ccccc2C(F)(F)F)cccc1[N+](=O)[O-],-12.3,4.4
COc1ccc2c(CC(=O)Nc3ccc(OC)c(S(=O)(=O)N4CCOCC4)c3)coc2c1,-2.2,2.0
O=[N+]([O-])c1ccc(CN2CCCCCC2)s1,-7.7,4.8
COc1ccc(S(=O)(=O)Nc2cccc(N(C)S(C)(=O)=O)c2)cc1C,27.5,-2.9
CC(=O)Nc1ccccc1/C=C/c1ccc2c(C)cc(C)c(O)c2n1,-2.8,2.6
O=C(C(=O)N1CCc2ccccc2C1)c1cn(CC(=O)N2CCCCC2)c2ccccc12,1.3,-3.5
COc1ccc(C(=O)N/N=C/c2ccc(OC(=O)c3cccc4ccccc34)c([N+](=O)[O-])c2)cc1,-18.5,59.4
O=c1c2ccccc2n2c(-c3ccc(C(F)(F)F)cc3)nnc2n1Cc1ccccc1,10.4,12.0
O=C(NN=C1CCN(Cc2ccccc2)CC1)c1ccccc1,-3.3,-1.1
COC(=O)C(C(=O)OC)C(C[N+](=O)[O-])c1ccc(O)c(OC)c1 (stereo not given),18.4,-3.4
COc1ccccc1N1CCc2c(C)nc3c(OC)cccc3c21,8.4,4.9
Cc1c(NC(=O)CN2C(=O)NC(C)(c3ccc4c(c3)OCCO4)C2=O)c(=O)n(-c2ccccc2)n1C (stereo not given),-5.2,1.5
O=S(=O)(NCCC(c1ccc(F)cc1)c1ccco1)c1ccccc1 (stereo not given),1.4,1.4
CC1(C)C(=O)OC(c2cccn2-c2ccc([N+](=O)[O-])cc2)C2(CCCCC2)C1=O (stereo not given),-0.8,0.2
O=C(N/N=C/c1c(O)n(-c2ccccc2Cl)c(=O)c2ccccc12)C1COc2ccccc2O1 (stereo not given),-1.7,6.5
COc1ccc(Br)cc1CN(C)CC(=O)Nc1ccccc1Cl,15.7,8.6
OC1(c2ccc(F)cc2)CN(c2ccccc2)C2=[N+]1CCS2 (stereo not given),-7.2,-2.3
CCN(NC(=O)C(O)(c1ccccc1)c1ccccc1)C(=O)c1ccccc1,-8.0,-3.4
CCN1CNC(=S)N(c2ccccc2OC)C1,10.1,-0.4
COc1ccc(NS(=O)(=O)c2ccc(NC(=O)c3ccc(N(C)S(C)(=O)=O)cc3)cc2)cc1,42.6,-3.8
CC(C)CC(=O)c1c[nH]c(C(=O)NCCc2ccccn2)c1,-1.4,5.3
CCS(=O)(=O)NCC(c1ccco1)N1CCN(c2ccccc2)CC1 (stereo not given),2.0,1.1
COc1nn(-c2nc(-c3ccccc3)cc(C(F)(F)F)n2)cc1[N+](=O)[O-],-14.9,-3.8
Cc1ccc(OCC(=O)Nc2ccccc2Sc2ccc(Cl)cc2)c([N+](=O)[O-])n1,29.4,-1.0
Cc1ccc(Nc2nnc(SCC(=O)Nc3ncc(C(F)(F)F)cc3Cl)s2)cc1,11.5,-1.2
CCc1ccc(OCC(=O)N/N=C/c2cc([N+](=O)[O-])ccc2N2CCOCC2)cc1,-5.3,12.8
Cc1ccc(CSCCC(=O)NCCC2=CCCCC2)cc1,6.1,-1.7
O=C(CCCC(=O)OCC(Cl)=C(Cl)Cl)Nc1ccccc1,23.2,-2.2
O=C(NCc1ccc(Cl)cc1Cl)C1CCN(S(=O)(=O)c2ccc3c(c2)OCCCO3)CC1,16.8,1.9
Cc1nc(Nc2ccc(S(=O)(=O)N3CCCCC3C)cc2)c2nnn(Cc3ccccc3)c2n1 (stereo not given),4.9,6.6
COc1ccc(NC(=S)N2CCNC(=O)C2CC(=O)Nc2ccc(C)cc2)cc1 (stereo not given),-3.7,-4.0
Cn1cc([N+](=O)[O-])c(C(=O)N/N=C/c2ccc([N+](=O)[O-])cc2)n1,-2.7,8.5
O=C(NC(=S)Nc1ccc(NC(=O)c2cccs2)cc1)c1ccc([N+](=O)[O-])cc1,2.4,55.8
COc1cc(/C=C(\C#N)c2ccccn2)ccc1OCc1ccccc1,6.7,57.1
COC(=O)c1cn(NC(=O)/C=C/c2ccc(OC)c(OC)c2)c(=O)c2ccccc12,1.1,6.6
CC(NC(=O)CSC(=S)N(C)C)C12CC3CC(CC(C3)C1)C2 (stereo not given),-7.3,6.9
COc1cc(/C=C2/SC(=S)N(c3ccccc3)C2=O)ccc1Oc1nc(N2CCOCC2)nc(N2CCOCC2)n1,-23.6,111.2
Cc1nn(CC(=O)NCCc2ccc(Cl)cc2Cl)c(C)c1[N+](=O)[O-],-2.6,7.9
CCc1nc2c(c(=O)c3ccccc3n2C)c(=O)n1CCc1ccc(OC)cc1,2.6,-1.2
O=C(Cn1c2ccccc2c(=O)c2ccccc21)N/N=C/c1ccc(N2CCCC2)c([N+](=O)[O-])c1,1.2,87.3
Cc1cc(C)nc(SCc2cc(=O)c(OC(=O)c3cccc([N+](=O)[O-])c3)co2)n1,-0.4,0.9
COCCN=c1scc(-c2ccccc2)n1/N=C/c1c[nH]c2ccccc12,30.8,1.3
Cc1c(C(=O)N2c3ccccc3Sc3ccccc32)cccc1[N+](=O)[O-],18.6,-1.3
Cc1cccc(NC(=O)CN2C(=O)N/C(=C/c3ccc(C)o3)C2=O)c1,-6.0,85.5
CCN(C(=O)CN(C)Cc1cccc(Cl)c1Cl)c1c(N)n(Cc2ccccc2)c(=O)[nH]c1=O,-4.3,5.8
CC(/C=N\N1CCN(Cc2ccc(C)cc2)CC1)=C\c1ccccc1,13.8,-3.1
CC(C)C(C(=O)OCC(=O)c1cccc([N+](=O)[O-])c1)N1C(=O)[C@@H]2[C@H]3CC[C@H](C3)[C@@H]2C1=O (stereo not given in full),-18.3,2.8
COc1ccc(CCNC(=O)c2ccc(-c3ccc([N+](=O)[O-])cc3Cl)o2)cc1,22.3,-2.6
COC(=O)C1=C(NC(=O)C(C)(C)C)CCS1,-2.3,1.8
O=C(CCCOc1ccccc1)Nc1ccccc1C(F)(F)F,7.4,1.7
O=C(NC(=S)Nc1ccc(CN2CCOCC2)cc1)c1ccc([N+](=O)[O-])cc1,6.2,1.9
CCCCn1c(=O)c(CCC(=O)OC(C)C(=O)Nc2cccc(Cl)c2Cl)nc2ccccc21 (stereo not given),4.4,0.1
COc1ccc(NC(=O)CN(C)CC(=O)Nc2ccccc2SC)cc1Cl,0.3,-4.1
O=C(NNC(=O)C1CC1c1ccccc1)c1cccc([N+](=O)[O-])c1 (stereo not given),-16.2,3.7
CCOC(=O)c1c(NC(=O)COC(=O)CCS(=O)(=O)c2ccc(C)cc2)sc(C)c1C,9.5,6.4

# (listing goes on)
SMILES,CD11b adhes inh,CD11b adhes enh
O=C(Nc1ccc(Cl)cc1C(F)(F)F)c1ccccc1,0.1,3.8
COc1ccc(NC(=O)c2ccccc2[N+](=O)[O-])cc1,4.5,0.3
S=C(NCCCc1ccccc1)Nc1ccc(Cl)cc1,100.8,-8.3
COCCN(C(=S)Nc1cccc(OC)c1)C(C)c1cccs1 (stereo not given),24.2,2.3
COc1ccc2c(c1)OC(c1ccccc1)(C(F)(F)F)NC2=O (stereo not given),-8.4,6.7
CCN(CC)C(=O)C(=O)N/N=C/c1ccc(C(=O)O)cc1,-6.4,0.2
Cc1ccccc1OCC(O)CN1CCN(CCN2C(=O)c3cccc4cccc(c34)C2=O)CC1 (stereo not given),8.5,2.5
COc1ccccc1NC(=S)Nc1ccccn1,-1.5,4.4
Cc1ccc(F)cc1NCC(=O)Nc1ccc(Cl)cc1F,10.6,5.0
Cc1ccc(C)c(NC(=O)CSc2ccc(-c3ccco3)nn2)c1,-5.0,0.8
Cc1ccc(S(=O)(=O)N2CCN(CC(=O)N/N=C\c3ccc(Cl)c([N+](=O)[O-])c3)CC2)cc1,-17.8,6.7
O=C(CN(c1ccc(F)cc1)S(=O)(=O)c1ccccc1)NCCSC1CCCCC1,-5.4,5.4
CCn1cc(C(=O)O)c(=O)c2cc(F)c(N3CCN(S(=O)(=O)c4ccc(Br)cc4)CC3)cc21,-0.7,96.7
O=C(CNc1ccccc1)c1ccc([N+](=O)[O-])cc1,-10.1,5.2
O=[N+]([O-])c1cc(C(F)(F)F)ccc1-n1nnc2ccccc21,-12.4,5.3
COc1ccccc1-c1c(C(F)(F)F)oc2cc(OC(=O)c3ccc([N+](=O)[O-])cc3)ccc2c1=O,24.9,-0.8
COc1ccc(/C=N/NC(=O)CNC(=O)c2ccc3c(c2)OCCO3)cc1OC,4.3,4.5
O=C(CSc1ccsc1[N+](=O)[O-])N1CCN(c2ccc(Cl)cc2)CC1,-16.7,28.3
CCNc1nc(=S)nc(NC(C)C)[nH]1,5.8,-7.5
CN(CC(=O)Nc1cc([N+](=O)[O-])ccc1Cl)Cc1ccc(Br)cc1,13.4,-1.1

# Three of the entries above in order of the CD11b adhes enh value, descending.
SMILES,CD11b adhes inh,CD11b adhes enh
O=C(CSc1ccsc1[N+](=O)[O-])N1CCN(c2ccc(Cl)cc2)CC1,-16.7,28.3
CCN(CC)C(=O)C(=O)N/N=C/c1ccc(C(=O)O)cc1,-6.4,0.2
S=C(NCCCc1ccccc1)Nc1ccc(Cl)cc1,100.8,-8.3

# 20 neighbouring entries already listed:
SMILES,CD11b adhes inh,CD11b adhes enh
O=C(Nc1ccc(Cl)cc1C(F)(F)F)c1ccccc1,0.1,3.8
COc1ccc(NC(=O)c2ccccc2[N+](=O)[O-])cc1,4.5,0.3
S=C(NCCCc1ccccc1)Nc1ccc(Cl)cc1,100.8,-8.3
COCCN(C(=S)Nc1cccc(OC)c1)C(C)c1cccs1 (stereo not given),24.2,2.3
COc1ccc2c(c1)OC(c1ccccc1)(C(F)(F)F)NC2=O (stereo not given),-8.4,6.7
CCN(CC)C(=O)C(=O)N/N=C/c1ccc(C(=O)O)cc1,-6.4,0.2
Cc1ccccc1OCC(O)CN1CCN(CCN2C(=O)c3cccc4cccc(c34)C2=O)CC1 (stereo not given),8.5,2.5
COc1ccccc1NC(=S)Nc1ccccn1,-1.5,4.4
Cc1ccc(F)cc1NCC(=O)Nc1ccc(Cl)cc1F,10.6,5.0
Cc1ccc(C)c(NC(=O)CSc2ccc(-c3ccco3)nn2)c1,-5.0,0.8
Cc1ccc(S(=O)(=O)N2CCN(CC(=O)N/N=C\c3ccc(Cl)c([N+](=O)[O-])c3)CC2)cc1,-17.8,6.7
O=C(CN(c1ccc(F)cc1)S(=O)(=O)c1ccccc1)NCCSC1CCCCC1,-5.4,5.4
CCn1cc(C(=O)O)c(=O)c2cc(F)c(N3CCN(S(=O)(=O)c4ccc(Br)cc4)CC3)cc21,-0.7,96.7
O=C(CNc1ccccc1)c1ccc([N+](=O)[O-])cc1,-10.1,5.2
O=[N+]([O-])c1cc(C(F)(F)F)ccc1-n1nnc2ccccc21,-12.4,5.3
COc1ccccc1-c1c(C(F)(F)F)oc2cc(OC(=O)c3ccc([N+](=O)[O-])cc3)ccc2c1=O,24.9,-0.8
COc1ccc(/C=N/NC(=O)CNC(=O)c2ccc3c(c2)OCCO3)cc1OC,4.3,4.5
O=C(CSc1ccsc1[N+](=O)[O-])N1CCN(c2ccc(Cl)cc2)CC1,-16.7,28.3
CCNc1nc(=S)nc(NC(C)C)[nH]1,5.8,-7.5
CN(CC(=O)Nc1cc([N+](=O)[O-])ccc1Cl)Cc1ccc(Br)cc1,13.4,-1.1

# More structures follow:
SMILES,CD11b adhes inh,CD11b adhes enh
COc1ccc(C(NC=O)c2cc(OC)c(OC)cc2Br)cc1OC (stereo not given),-1.8,4.0
N#C/C(=C\Nc1ccccc1SC(F)(F)F)c1nc(-c2ccccc2)cs1,-3.7,-1.7
CN1C(=O)/C(=C/c2ccc(-c3ccccc3[N+](=O)[O-])o2)SC1=Nc1ccc(Cl)c(C(=O)O)c1,63.2,3.3
O=c1c2c3c(sc2nc(NCCO)n1CCc1ccccc1)CCCCC3,3.8,-4.8
COc1ccc(/C=C/C(=O)NC(=S)NNC(=O)c2c(-c3ccccc3)noc2C)cc1,0.0,-2.3
Cc1nn(-c2ccccc2)c2nc3c(cc12)C(=O)CCC3,1.5,-0.1
C=CCn1c(SCCC)nc2sc3c(c2c1=O)CCc1ccccc1-3,-11.3,0.9
COc1nc(N/N=C/c2ccc(C)cc2)nc(N2CCCCC2)n1,-24.2,-0.7
CC1=C(C)C(=O)C(N2CCOCC2)=CC1=O,-19.3,4.6
Cc1sc(/C=C2\C(=O)ON=C2c2ccccc2)cc1Br,-14.0,37.2
COc1ccc(Cl)cc1NC(=S)NCCC(c1ccccc1)c1ccccc1,34.5,-7.1
NNC(=O)c1ccc(COc2ccc3c(c2)CCC3)o1,-0.5,-2.1
CCOC(=O)c1c(/N=C/c2cccc(C)c2O)sc2c1CCN(C)C2,-0.7,-1.7
O=C(c1ccccc1)c1cc([N+](=O)[O-])ccc1N1CCOCC1,7.2,-6.7
CC(=O)c1cccc(NC(=O)c2cc(Cl)sc2Cl)c1,-11.2,-0.7
COC(=O)c1cc(NC(=O)Cc2ccccc2[N+](=O)[O-])ccc1Cl,-1.4,1.3
CC(CCc1ccccc1)NC(=O)c1ccc(NC(=O)c2ccc(Cl)cc2Cl)cc1 (stereo not given),3.9,-3.0

# These rows are one share of the data; count on the stated rates, not on these rows.
